Rpn11 block: blocks the human proteasome subunit Rpn11 | AID 588493 | O00487 | 360,000 compounds, 0.59% hits | calls only at 20 µM | human 26S proteasome, Ub4-pepOG fluorescence polarization; 20S core pre-blocked with epoxomicin;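 active = inhibition at 20 µM, scaled to each plate's controls, above about 33%, limit read from the data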
Target sequence (O00487 whole entry, looked up): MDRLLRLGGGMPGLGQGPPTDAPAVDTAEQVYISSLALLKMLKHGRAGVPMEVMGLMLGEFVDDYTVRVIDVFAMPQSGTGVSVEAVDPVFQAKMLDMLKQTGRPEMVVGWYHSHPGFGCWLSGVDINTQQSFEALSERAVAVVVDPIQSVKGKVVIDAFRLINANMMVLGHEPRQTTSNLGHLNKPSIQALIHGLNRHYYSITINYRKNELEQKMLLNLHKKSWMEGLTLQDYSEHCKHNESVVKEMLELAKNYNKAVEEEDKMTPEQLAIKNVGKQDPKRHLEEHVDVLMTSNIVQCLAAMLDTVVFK
Rin1 Abl inh: inhibitors of human Rin1-Abl protein interaction; 360,000 compounds, 0.4% hits; TR-FRET Rin1/Abl binding, biochemical; AID 588664; inhibition, % at 7.35 µM; P00519+Q13671; in the data active = inhibition above about 5%, passing the limit was not always enough
eLon inh: inhibitors of E. coli Lon protease; P0A9M0; purified E. coli Lon protease, fluorescence polarization; inhibition, % at 7.94 µM; 360,000 compounds, 0.42% hits; AID 602123; in the data active = inhibition above about 13%, passing the limit was not always enough;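 note: 0% = enzyme with probe and DMSO and 100% = no enzyme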
bovine MsrA act: activators of bovine methionine sulfoxide reductase A; purified bovine MsrA, absorbance read-out; AID 602163; activation, % at 10.6 µM; 360,000 compounds, 0.3% hits; in the data active = activation above about 7.5%;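 note: 0% = vehicle and 100% = reference activator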
MsrA inh: inhibitors of bovine MsrA | purified bovine MsrA, absorbance read-out | inhibition, % at 15.5 µM | 360,000 compounds, 0.75% hits | AID 651718; in the data active = inhibition above about 4.5%;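 note: 0% = vehicle wells with enzyme and 100% = reference inhibitor wells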
MT1-MMP act inh: blocks activation of human MT1-MMP | GFP/RFP ratio change, % at 20 µM | 360,000 compounds, 0.061% hits | HT1080 RFP-PRO-GFP cells, GFP/RFP ratio fluorescence, overnight; percent of plate control window, DMSO zero | AID 651647;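 active = GFP/RFP ratio change of at least 30% with cell ATP level not reduced by more than half and red fluorescence within 50% of control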; note: strong numbers were not always called active
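Test system: HT1080 RFP-PRO-GFP cells; Benchmarks: DMSO and RFP-L50D-GFP cell wells; Timing: cells overnight before dosing, compound overnight, 37 °C, 5% CO2; Compound: one 20 µM compound dose with 1% DMSO; Read-out: GFP/RFP fluorescence ratio.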
MLLE-PAM2 inh: blocks PAM2 peptide binding to the PABP1 MLLE domain | GST-MLLE / FITC-PAM2 fluorescence polarization | AID 588489 | 360,000 compounds, 0.36% hits | P11940 | inhibition, % at 20 µM; in the data active = inhibition above about 35%, passing the limit was not always enough;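 note: plate controls were DMSO wells with GST-MLLE for no effect and wells lacking GST-MLLE protein for full effect; some results filed as inactive read as strong as hits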
FAS-TE inh: inhibitors of human fatty acid synthase thioesterase domain. P49327. recombinant FAS-TE, OMFH fluorogenic substrate, fluorescence endpoint. inhibition, % at 15 µM. 360,000 compounds, 0.67% hits;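 active = compounds whose normalised, plate-corrected inhibition of enzyme fluorescence in the single-dose primary screen is 50% or more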;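 note: 0% = DMSO with enzyme and 100% = substrate without enzyme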
CSN inh: blocks human CSN-mediated cullin deneddylation; AID 651999; Purified CSN, SCF-Nedd8-OG deneddylation, fluorescence polarization; 360,000 compounds, 0.38% hits; Q92905; inhibition, % at 12.5 µM;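 active = pattern-corrected inhibition above about 35%, with an unprinted fluorescence ratio check between 0.5 and 1.5, limit read from the data, passing the limit was not always enough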;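 note: 0% = enzyme with substrate and 100% = substrate without enzyme; some results filed as inactive read as strong as hits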
Target sequence (Q92905 whole entry, looked up, one chain of several): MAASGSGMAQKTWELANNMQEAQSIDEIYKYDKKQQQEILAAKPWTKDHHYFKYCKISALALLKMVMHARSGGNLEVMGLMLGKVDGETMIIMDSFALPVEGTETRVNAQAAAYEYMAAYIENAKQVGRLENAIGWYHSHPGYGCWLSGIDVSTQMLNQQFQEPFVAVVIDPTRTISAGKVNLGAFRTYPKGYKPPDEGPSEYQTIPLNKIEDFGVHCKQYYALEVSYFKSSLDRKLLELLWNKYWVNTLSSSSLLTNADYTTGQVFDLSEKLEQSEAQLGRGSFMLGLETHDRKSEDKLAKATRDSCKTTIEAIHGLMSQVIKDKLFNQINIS
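Assay system: purified human Csn5 enzyme expressed in HEK293T cells; Input: 0.24 nM Csn5 enzyme, final concentration; Reagent: 10 nM SCFSkp2-Nedd8OG; Compound dosing: 12.5 µM single point; Times: reaction 90 min, room temperature; Technique: fluorescence polarization readout.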
An asterisk follows results filed as active; i = inactive; . = no result given; + = active, no number.

SMILES | Rpn11 block | Rin1 Abl inh | eLon inh | bovine MsrA act | MsrA inh | MT1-MMP act inh | MLLE-PAM2 inh | FAS-TE inh | CSN inh
Cc1ccc(-n2nc3ccc(N)cc3n2)cc1C | i | -1 | -9 | -7 | 0.8 | 1 | -13 | 10 | 2
COc1cc(OC)c(OC)cc1CN1CCN(Cc2ccc(C(F)(F)F)cc2)CC1 | i | -3 | -1 | -1 | -0.6 | 6 | -5 | -3 | 1
CS(=O)(=O)N1CCN(C(=O)NC23CC4CC(CC(C4)C2)C3)CC1 | i | -7 | 3 | -5 | -0.2 | -2 | -11 | -4 | 0
C/C(=N\NC(=S)NC1CCCCC1)c1cccc(Br)c1 | i | -4 | -1 | -2 | -0.1 | -1 | 10 | 21 | -8
CCOc1ncccc1C(=O)Nc1ccc(C)c(S(=O)(=O)N2CCCCCC2)c1 | i | 2 | -5 | -2 | 0.3 | 5 | 3 | 24 | 2
CCCCC1(C)OC(=O)C(=Cc2ccc(SC)cc2)C(=O)O1 (configuration not stated) | i | -4 | 4 | 1 | 0.1 | 5 | 2 | -8 | 0
Cc1occc1C(=O)NCc1ccc2c(c1)OCO2 | i | -2 | 6 | -2 | 1.5 | 0 | 1 | -6 | 1
COc1ccc(OCCSc2ncccn2)cc1 | i | -4 | 3 | -11 | -0.4 | 0 | -12 | -2 | -1
COc1ccc(Cl)cc1NS(=O)(=O)c1cccc(C(=O)NC2CC2)c1 | i | 4 | 5 | -1 | 0.6 | 0 | 2 | -5 | -1
O=C(Cc1cccs1)N1CCN(C(=O)C2CCCO2)CC1 (configuration not stated) | i | -4 | -4 | -4 | 0.3 | 0 | 6 | -4 | 3
CC1(C)Cc2sc3c(=O)[nH]c(=S)[nH]c3c2CO1 | i | 0 | -3 | 5 | 0.6 | -2 | 28 | -5 | -2
CCN(CC)CCCNC(=O)C1c2ccccc2C(=O)N(CCOC)C1c1ccc(F)cc1 (configuration not stated) | i | -2 | 11 | -3 | -0.6 | 1 | 3 | -1 | 15
COc1ccc(C(=O)NC2CCN(S(=O)(=O)c3ccccc3)CC2)cc1 | i | 1 | 4 | -3 | 1.3 | -6 | -8 | -3 | 6
Cc1ccccc1Cn1nc(C)c(NC(=O)c2noc3c2CC(C(C)(C)C)CC3)c1C (configuration not stated) | i | -4 | 6 | -10 | 0.2 | 2 | -1 | 17 | 0
CCOC(=O)C1=C(N)N(c2ccccc2Oc2ccccc2)C(=O)C1 | i | -2 | 3 | -3 | -0.2 | 1 | 10 | -2 | 4
Cc1cc(OCc2cc(C(=O)NCc3csc(C(C)C)n3)no2)cc(C)c1Cl | i | 1 | -4 | 1 | 0.1 | -1 | 2 | 24 | -2
Cc1csc(NC(=O)CSC2=NS(=O)(=O)c3ccccc3N2)n1 | i | -2 | -8 | -2 | -0.1 | -2 | 14 | -6 | 5
CC(C)CNC(=O)CN1C(=O)NC2(CCCc3ccccc32)C1=O (configuration not stated) | i | 3 | -8 | -1 | -0.3 | 1 | -5 | -5 | 7
CCC1=Nc2cc(C(=O)NCc3ccco3)ccc2Sc2ccccc21 | i | 1 | -3 | -9 | 0.6 | -8 | 8 | 15 | -4
NNC(=O)/C(=C\c1cccs1)NC(=O)c1ccccc1 | i | -4 | -1 | -1 | 1.7 | 3 | -2 | -7 | 5
COc1cccc(NC(=O)CN(C)CC(=O)Nc2ccc(Cl)cc2[N+](=O)[O-])c1 | i | 0 | -4 | -2 | -0.7 | -5 | 5 | 18 | 0
NS(=O)(=O)c1ccc(CCNC(=O)c2cc(-c3cc(Cl)ccc3O)n[nH]2)cc1 | i | -6 | -8 | -2 | 0.4 | 2 | -4 | -2 | 5
S=C(NC1CCCCCC1)NC1CCCC1 | i | 0 | -8 | -3 | -0.6 | 3 | -53 | -2 | 0
COc1ccc(/C=C2\SC(=S)N(CC(=O)NC3CCS(=O)(=O)C3)C2=O)cc1 (configuration not stated) | i | -7 | 7 | -3 | 0.9 | -2 | 5 | -7 | 1
CCN(C[C@H]1N[C@@](C)(C(=O)OC)[C@H]2C(=O)N(C)C(=O)[C@@H]12)C(=O)Nc1ccc(OC)cc1 | i | -2 | -10 | -4 | -1.0 | 2 | 5 | -12 | -1
New compounds follow:
SMILES | Rpn11 block | Rin1 Abl inh | eLon inh | bovine MsrA act | MsrA inh | MT1-MMP act inh | MLLE-PAM2 inh | FAS-TE inh | CSN inh
COc1cc(S(=O)(=O)N2CCOCC2)ccc1NC(=O)CSc1nnc(N)s1 | i | -2 | -1 | 5 | 0.7 | -3 | 24 | -6 | 0
COC(=O)c1[nH]c2cccc(C)c2c1NC(=O)CN1CCN(C(=O)c2ccco2)CC1 | i | -2 | -5 | -1 | 0.1 | 0 | 0 | -9 | -1
CCOCCOCCC(C(=O)OCC)P(=O)(c1ccccc1)c1ccccc1 (configuration not stated) | i | -2 | -1 | -11 | 1.0 | 0 | 0 | -9 | -2
Cc1ccccc1Nc1nc(N)nc(COC(=O)[C@@H](NC(=O)c2ccco2)C(C)C)n1 | i | 0 | -6 | -2 | -0.8 | 4 | 17 | -3 | -2
CC(C)(C)C(=O)/C=C1\SCC(=O)N1CC(=O)N1CCN(c2ccccc2)CC1 | i | 2 | -4 | -3 | 0.9 | -2 | 0 | -4 | 0
O=C(NCC(=O)N(c1cccnc1)C(C(=O)NCc1ccco1)c1ccccc1)c1ccco1 (configuration not stated) | i | 4 | 4 | -8 | -0.3 | -1 | 9 | -8 | 5
COC(=O)c1ccc(Oc2nc(NC(C)C)nc(NC(C)C)n2)cc1 | i | 2 | -3 | -4 | -1.4 | 1 | -2 | 3 | 3
O=C(Oc1ccc(C(=S)N2CCOCC2)cc1)c1cccc([N+](=O)[O-])c1 | i | -1 | -3 | -3 | -0.4 | 0 | 37 | 28 | 2
COc1ccccc1NC(=O)C1=C(C)Nc2ncnn2C1c1cccs1 (configuration not stated) | + | 4 | -2 | 1 | 0.8 | 6 | 10 | -4 | 4
Cc1ccc(N2CCC3CC2c2cc(-c4ccc(C(F)(F)F)cc4)ccc23)cc1 (configuration not stated) | i | 0 | 8 | 7 | -0.3 | 0 | 0 | 14 | -1
COc1ccc(S(=O)(=O)N2Cc3ccccc3CC2C(=O)N2CCOCC2)cc1OC (configuration not stated) | i | 1 | -1 | 0 | 0.8 | 3 | 6 | -6 | -5
COc1ccc(NC(=O)C2CC(=O)N(C(C)C)C2)cc1 (configuration not stated) | i | 2 | 1 | 1 | 0.5 | -2 | -4 | -3 | -2
CCOc1ccc2cc(S(=O)(=O)N3CCOCC3)ccc2c1 | i | -4 | -19 | -3 | 1.4 | -2 | 0 | 0 | -6
CC(C)(C)n1nnnc1C(c1ccccc1)N1CCN(c2ccccn2)CC1 (configuration not stated) | . | . | -5 | -2 | 0.9 | 8 | . | -2 | -3
Cc1ccc(-c2csc(-c3cc(C)on3)n2)cc1 | i | 0 | 0 | -6 | 0.3 | -3 | -2 | 8 | -2
CCn1c(CNC(=O)c2ccc(OC)c(OC)c2)nnc1SCC(=O)Nc1ccc(OC)cc1 | i | 2 | 6 | -2 | 0.1 | -3 | 5 | -11 | -6
Cc1cc(NC(=O)/C=C/c2ccco2)ccc1NC(=O)c1ccccc1 | i | 0 | 12 | -4 | 3.1 | 1 | 3 | -1 | -6
CCc1cccc(C)c1NC(=O)CSc1nnc(-c2ccco2)n1N | i | 0 | -9 | -2 | -0.7 | 2 | 0 | -13 | -1
Cc1cc2oc(=O)cc(CN3CCN(S(=O)(=O)/C=C/c4ccccc4)CC3)c2cc1C | i | -1 | -9 | -4 | 0.8 | -4 | -7 | 54* | 1
CC1CCN(c2ccc(C(=O)Nc3nnc(C4CC4)s3)cc2[N+](=O)[O-])CC1 | i | 6 | 0 | -9 | -0.8 | 4 | 13 | -3 | -1
COc1ccc(S(=O)(=O)Nc2cccnc2)c(C)c1C | i | -3 | -6 | 0 | -0.1 | 0 | -3 | -5 | 3
C/C=C\C(=O)Nc1cccc(C2=NOC3(C2)C[C@H](C(N)=O)N(C(=O)Cc2ccc([N+](=O)[O-])cc2)C3)c1 (some centres not stated) | i | 2 | -9 | -1 | -0.1 | 3 | 2 | 0 | 2
COc1ccc2nc(-c3ccccc3)cc(C(=O)OCC(=O)N3CC(C)OC(C)C3)c2c1 (configuration not stated) | i | 1 | -5 | -4 | 0.8 | -3 | 2 | 32 | -2
Cc1ccc(OCC(=O)Nc2ccc3oc(=O)ccc3c2)cc1C | i | -3 | 10 | -3 | -0.3 | 2 | -10 | 1 | -2
COc1ccc(N2CCN(C(=O)c3ccc(SC)cc3OC)CC2)cc1 | i | 0 | 7 | -10 | -0.1 | 1 | -6 | -1 | 0
CN(CC(=O)Nc1ccccc1Cl)CC(=O)Nc1sc2c(c1C(N)=O)CCC2 | i | -3 | -5 | -4 | 0.5 | -3 | 4 | -1 | 2
CC(=O)N/C(=C\c1cccc([N+](=O)[O-])c1)C(=O)NC1CCCCC1 | i | 0 | -6 | -3 | 0.6 | -2 | -5 | 35 | -4
COCc1[nH]nc2c1C(c1sccc1C)C(C#N)=C(N)O2 (configuration not stated) | i | 1 | -3 | -4 | -1.1 | -6 | 4 | -11 | -1
Cc1cnc(NC(=O)c2cncc(Br)c2)s1 | i | 0 | 4 | -2 | 1.3 | -4 | 9 | -5 | -5

Part of the list above, with two lines to a compound:
Screens in order – Rpn11 block | Rin1 Abl inh | eLon inh | bovine MsrA act | MsrA inh | MT1-MMP act inh | MLLE-PAM2 inh | FAS-TE inh | CSN inh
COc1cc(S(=O)(=O)N2CCOCC2)ccc1NC(=O)CSc1nnc(N)s1
  i | -2 | -1 | 5 | 0.7 | -3 | 24 | -6 | 0
COC(=O)c1[nH]c2cccc(C)c2c1NC(=O)CN1CCN(C(=O)c2ccco2)CC1
  i | -2 | -5 | -1 | 0.1 | 0 | 0 | -9 | -1
CCOCCOCCC(C(=O)OCC)P(=O)(c1ccccc1)c1ccccc1 (configuration not stated)
  i | -2 | -1 | -11 | 1.0 | 0 | 0 | -9 | -2
Cc1ccccc1Nc1nc(N)nc(COC(=O)[C@@H](NC(=O)c2ccco2)C(C)C)n1
  i | 0 | -6 | -2 | -0.8 | 4 | 17 | -3 | -2
CC(C)(C)C(=O)/C=C1\SCC(=O)N1CC(=O)N1CCN(c2ccccc2)CC1
  i | 2 | -4 | -3 | 0.9 | -2 | 0 | -4 | 0
O=C(NCC(=O)N(c1cccnc1)C(C(=O)NCc1ccco1)c1ccccc1)c1ccco1 (configuration not stated)
  i | 4 | 4 | -8 | -0.3 | -1 | 9 | -8 | 5
COC(=O)c1ccc(Oc2nc(NC(C)C)nc(NC(C)C)n2)cc1
  i | 2 | -3 | -4 | -1.4 | 1 | -2 | 3 | 3
O=C(Oc1ccc(C(=S)N2CCOCC2)cc1)c1cccc([N+](=O)[O-])c1
  i | -1 | -3 | -3 | -0.4 | 0 | 37 | 28 | 2
COc1ccccc1NC(=O)C1=C(C)Nc2ncnn2C1c1cccs1 (configuration not stated)
  + | 4 | -2 | 1 | 0.8 | 6 | 10 | -4 | 4

Screening results deposited in PubChem BioAssay by several laboratories.
